OX1R antag-1 = OX1R (HCRTR1) antagonists, primary screen, fluorescence, CHO/OX1R cells, Fluo-8 calcium, orexin A | Orexin/Hypocretin receptor type 1 (Homo sapiens), O43613 | Fluo-8 calcium fluorescence | inhibition, % at 5 µM | actives 0.43% (n = 330,000) | AID 434989, 2010;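 active = inhibition above its plate's threshold, mean inhibition of all tested compounds on the plate plus 3 SD, cut at about 37% in these data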;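 also: 0% = orexin A challenge wells and 100% = SB-334867-A antagonist wells; not every result past the cut was called active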
Target sequence (O43613 whole entry, looked up): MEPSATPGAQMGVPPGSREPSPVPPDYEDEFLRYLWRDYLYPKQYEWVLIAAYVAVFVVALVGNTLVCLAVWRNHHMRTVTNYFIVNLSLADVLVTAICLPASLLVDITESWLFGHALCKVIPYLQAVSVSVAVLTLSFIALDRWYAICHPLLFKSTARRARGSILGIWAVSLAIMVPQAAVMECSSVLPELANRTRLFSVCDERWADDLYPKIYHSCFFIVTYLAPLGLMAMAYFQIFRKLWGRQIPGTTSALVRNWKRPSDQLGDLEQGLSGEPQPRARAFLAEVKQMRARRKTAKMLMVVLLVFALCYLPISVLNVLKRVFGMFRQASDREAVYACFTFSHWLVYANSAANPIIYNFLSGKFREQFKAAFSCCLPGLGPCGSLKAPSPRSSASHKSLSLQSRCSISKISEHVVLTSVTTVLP
OX1R antag-2 = antagonists of human orexin 1 receptor (OX1R); Orexin/Hypocretin receptor type 1 (Homo sapiens), O43613; OX1R-expressing cells, FRET antagonist read-out; inhibition, % at 6.6 µM; actives 1.8% (n = 330,000); AID 485270, 2010; in the data active = inhibition mostly above about 38%, no sharp cut-off; inactive = mostly below about 40%;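 also: 0% = agonist challenge alone and 100% = reference antagonist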
The depositor's hits bear a star; & = joins results of further samples.

SMILES | OX1R antag-1 | OX1R antag-2
CCCc1cc(=O)[nH]c(SCC(=O)c2cc(C)n(CC3CCCO3)c2C)n1 (centres undefined) | 1 | 5
COc1cccc(C(=O)Nc2ccc(S(=O)(=O)NCc3ccco3)cc2)c1 | -2 | 24
CCC[N+](CC#Cc1ccccc1)(CCC)CC(=O)c1ccc(Cl)cc1 | -19 | 6
Clc1ncn(CCOc2ccccc2)c1Cl | -10 | 19
O=C1CC(NC2CCN(C(=O)c3cccc(F)c3)CC2)C(=O)N1 (centres undefined) | 2 | 10
CCCCNCc1cc(Br)c(OCc2cccs2)c(OC)c1 | -15 | 0
CCOC(=O)C1(CC2CCCCO2)CCN(S(=O)(=O)c2cc(C)cs2)CC1 (centres undefined) | -8 | 9
COc1ccc(N2CCN(C3CCCN(C(=O)CN4CCOC4=O)C3)CC2)cc1 (centres undefined) | -1 | 24
COCCN(CCOC)S(=O)(=O)c1ccc(C(=O)Nc2nc3c(s2)CCc2ccccc2-3)cc1 | -14 | 8
COc1cccc(/C=C2\SC(=S)NC2=O)c1OS(=O)(=O)c1ccc(NC(C)=O)cc1 | -15 | 19
O=C(Cc1ccsc1)Nc1cc(F)ccc1F | -10 | 5
CN(Cc1ccccc1)C(=O)c1ccc(NC(=O)Cc2cccc(NC(=O)C3CCCN(C(=O)C4CCCCC4)C3)c2)cc1 (centres undefined) | 10 | 16

The list continues.
SMILES | OX1R antag-1 | OX1R antag-2
CC(=O)c1c(C)nc2ccc(Br)cc2c1C(=O)O | -11 | 13
COc1ccc(Nc2nc(N3CCCC3)c3ccccc3n2)cc1 | 1 | 30
COc1cccc(C(=O)Nc2c3c(nn2-c2ccc(Cl)cc2)CS(=O)(=O)C3)c1OC | -20 | 21
Cc1ccc(S(=O)(=O)N2CCC(C(=O)NCCCN3CCOCC3)CC2)cc1 | -21 | 0
O=C(NCc1ccco1)c1ccccc1SCC(=O)N1CCCC1 | -8 | 8
CC12C(=O)N(c3ccc(C(=O)N4CCOCC4)cc3)C(=O)C1C1c3ccccc3C2c2ccccc21 (centres undefined) | -22 | 20
CCCn1c(SCC(=O)Nc2cccc(F)c2)nc(O)cc1=O | 79* | -6
CC(=O)N(CC(=O)O)c1ccccc1 | 2 | 6
Cc1ccc2nsnc2c1S(=O)(=O)NCc1ccc2c(c1)OCO2 | -36 | 44*
CCc1ccc2oc(C(=O)Nc3nonc3CC)c(C)c2c1 | -28 | 17
COc1ccc(NC(=O)NC2CCCCC2C)cc1 (centres undefined) | -5 | 10
Cc1cc(NC(=O)CSc2nnc(-c3ccccc3C)n2C)no1 | -1 | 0

(cont.)
SMILES | OX1R antag-1 | OX1R antag-2
Cc1cc(F)ccc1NC(=O)c1cccnc1 | -18 | 3
CCNC(=O)c1ccc(-n2nc(C)cc2-c2ccccc2)cc1 | -28 | 20
O=C(Nc1ccc(S(=O)(=O)NC2=NCCCCC2)cc1)c1cccc(S(=O)(=O)N2CCOCC2)c1 | -7 | 16
CCNC(=O)C(Sc1ccccc1)c1ccccc1 (centres undefined) | -3 | 3
CCCCCC1CC(CC(C)C(=O)Nc2nncs2)C(=O)O1 (centres undefined) | -30 | 9
C=C(C)C1Cc2c(C)nn(-c3nc(C)cc(C)n3)c2C1 (centres undefined) | -35 | 19
COc1ccc(C(C)(C)C)cc1NC(=O)c1cccc(S(=O)(=O)N2CCN(C(C)=O)CC2)c1 | -36 | 12
COC(=O)c1c(-c2ccc(SC)cc2)sc2ccccc12 | -47 | 6
CCC(=O)N(CCc1ccccc1)Cc1cc2cc3c(cc2[nH]c1=O)OCO3 | -36 | 23
C/C(=N/O)c1ccc(N2C(=O)C3C4C=CC(C3C2=O)C2C3C(=O)N(c5ccc(/C(C)=N/O)cc5)C(=O)C3C42)cc1 (centres undefined) | 2 | 20
Fc1ccc(NC(=S)N2CCc3ccccc3C2)c(F)c1 | -1 | 29
O=C1CN2CCC1C/C2=C\c1ccnc2c(Cl)cccc12 (centres undefined) | -18 | 26

Next part.
SMILES | OX1R antag-1 | OX1R antag-2
Cc1csc(NC(=O)C2CCCCC2C(=O)O)n1 (centres undefined) | 4 | 17
C#CCOCCOCCOCCNc1nc(N2CCN(C(=O)[C@H](CCCCN)n3cc(CN)nn3)CC2)nc(N2CCN(C(=O)[C@H](CCC(=O)O)n3cc([C@@H](N)CCCCN)nn3)CC2)n1 | -3 | 0
O=C(/C=C/c1ccc2c(c1)OCO2)NCc1cn2cc(Cl)ccc2n1 | -35 | 5
CCCS(=O)(=O)N1CCN=C1SCc1cccc(C)c1 | -23 | 12
Cc1ccc(S(=O)(=O)Cn2nnnc2C(C(C)C)N2CCN(c3nc4ccccc4s3)CC2)cc1 (centres undefined) | -25 | -2
Cc1c(NCc2ccncc2)cccc1C(=O)O | -10 | 21
O=C(Nc1ccccc1C(F)(F)F)c1ccc(CN2CCC(Cc3ccccc3)CC2)cc1 | -11 | 24
COCc1ccc(C(=O)N2CCCC(N(C)CCc3ccc(OC)c(OC)c3)C2)s1 (centres undefined) | -11 | 16
O=C1c2cccc3c(N4CCCCC4)ccc(c23)C(=O)N1c1ccccc1O | 54* | 13
CCOC(=O)C1CCN(C(=O)c2ccc(N(C)S(=O)(=O)c3ccc(OC)cc3)cc2)CC1 | -12 | 24
CC(C)(C)OC(=O)N1CCC2(CC1)Oc1ccc(F)cc1C(=O)C21CC(c2cccnc2)=NO1 (centres undefined) | -27 | 19
COc1cccc(-n2c(SCC(=O)Nc3sc4c(c3C(N)=O)CCC4)nc3ccccc3c2=O)c1 | 1 | 8

(more compounds)
SMILES | OX1R antag-1 | OX1R antag-2
O=C(NC1CCCCC1)c1cc(F)cc2c1OCOC2 | 1 | -6
COc1cc2c(cc1NC(=O)COC(=O)[C@@H](NS(=O)(=O)c1cccc(Cl)c1)C(C)C)oc1ccccc12 | 12 | 26
CCCCCCCCCCC(=O)Nc1cccnc1 | -10 | 12
COc1cccc(CC(NC(C)=O)C(=O)NC2CCN(c3nc(C)cc(C)c3C#N)CC2)c1OC (centres undefined) | -30 | 31
Cc1ccc(-c2nn3c(C)nnc3s2)cc1NC(=O)c1cccnc1 | -6 | 1
CCc1nnc(SCC(=O)N2CCc3ccccc32)n1CC | -3 | -1
CC(C)N=C(NS(=O)(=O)c1ccccc1)C(Cl)(Cl)Cl | -4 | 10
O=C(NCc1n[nH]c(=S)n1Cc1ccccc1)c1ccc(Cl)cc1Cl | -27 | 6
COc1cc2nc(COc3ccccc3[N+](=O)[O-])oc(=O)c2cc1OC | 1 | 2
CCOc1cc(-c2nccc3cc(OC)c(OC)cc23)cc(OCC)c1OCC | -50 | 2
CCc1nnc(NC(=O)CSCc2cc(=O)n3cc(C)sc3n2)s1 | -7 | 8
CCOc1ccc(N(CC(=O)N2CCCCC2)S(=O)(=O)c2ccc(Cl)cc2)cc1 | -29 | 20

Continued.
SMILES | OX1R antag-1 | OX1R antag-2
COc1ccc(N(CC(=O)N2CCN(c3cccc(Cl)c3)CC2)S(=O)(=O)c2c(C)noc2C)cc1 | -4 | 30
COC(=O)c1ccc(CNC(=O)c2ccc(OCC(=O)N3CCOCC3)c(OC)c2)cc1 | -22 | 17
COC(=O)c1ccc(CSc2nccn2C)cc1 | -22 | 13
Cc1cc(C)c(CN2CCN(C(=O)Cn3ccc(N)nc3=O)CC2)c(C)c1 | 6 | 12
CCCOc1ccc(-c2c(C(=O)N/N=C/c3ccsc3)nnn2-c2nonc2N)cc1 | -29 | 4
CC(C)(CO)CNC(=O)c1ccc(OC2CCN(C(=O)C3CC3)CC2)cc1 | -4 | 6
CCOC(=O)/C(C#N)=C1\C(=O)N(Cc2ccccc2)c2ccccc21 | -35 | 3
Cn1c(C2=C(O)CN(Cc3ccccc3)C2=N)nc2ccccc21 | -16 | 3
Cc1cc(C)n(CC(O)COc2ccccc2C)n1 (centres undefined) | -14 | 29
COc1ccc(/C=C(/NC(=O)c2ccccc2)C(=O)NCc2ccncc2)cc1 | -22 | 2
COC(=O)C1=C(C)N(Cc2cccnc2)C(=O)/C1=C\c1cccs1 | -35 | 18
CC(C)C[C@H](NC(=O)c1[nH]cnc1C(=O)N[C@@H](C)C(=O)OCc1ccccc1)C(=O)OCc1ccccc1 | -20 | 18

Continued; it opens with the two that closed the last part.
SMILES | OX1R antag-1 | OX1R antag-2
COC(=O)C1=C(C)N(Cc2cccnc2)C(=O)/C1=C\c1cccs1 | -35 | 18
CC(C)C[C@H](NC(=O)c1[nH]cnc1C(=O)N[C@@H](C)C(=O)OCc1ccccc1)C(=O)OCc1ccccc1 | -20 | 18
Cc1ccc(NC(=O)c2c(F)cccc2Cl)cc1S(=O)(=O)N1CCOCC1 | -7 | 2
Cc1nnc(NC(=O)CSc2nc(CC(C)C)nc3c2c(=O)n(C)c(=O)n3C)s1 | -11 | -1
CC(Sc1nc2c(N)ncnc2n1CCOc1ccccc1)C(=O)O (centres undefined) | 1 | 1
CC(=O)Nc1ccc2c(c1)CN(c1cc(C)ccc1C)CO2 | -16 | 19
CCOc1cc(C(=S)N2CCN(C)CC2)ccc1OCC(=O)N1CCOCC1 | -12 | 2
CN(C)C(=O)CCc1ccc2c3c([nH]c2c1)[C@]1(C)[C@@H](C(=O)N2CCCCC2)C[C@H](CC(=O)NCCCn2ccnc2)C(=O)N1CC3 | 15 | 5
COc1ccc(N2CCN(C(=O)CN(c3ccccc3)S(=O)(=O)c3ccc(OC)cc3)CC2)cc1 | -40 | 9
CC(C)c1ccc(NC(=O)CSc2nc3ccsc3c(=O)n2CCC(=O)O)cc1 | -18 | 14
CCC(=O)Oc1ccc(NC(=O)c2ccco2)cc1 | -16 | -1
CSc1nc(N2CCOCC2)c2c(c1C#N)CC(C)(C)OC2 | -42 | 36
O=C(Nc1ccc(Cl)c(Cl)c1)Nc1ccc(N2CCCC2)c(S(=O)(=O)Nc2ccccc2Cl)c1 | 13 | 30
Cn1ncc(C(=O)Nc2ccc(Cl)cc2)c1C(F)(F)F | -16 | 11

More entries follow.
SMILES | OX1R antag-1 | OX1R antag-2
CC(=O)c1cccc(OCc2cc(C(=O)NC3CCN(Cc4ccccc4)CC3)no2)c1 | 4 | 6
CN(c1ccc(C(=O)NCC2CCCO2)cc1)S(C)(=O)=O (centres undefined) | 3 | 24
O=C(Nc1ccc(F)cc1F)Nc1ccccc1C(=O)NCCN1CCNC1=O | -12 | 8
COC(=O)c1ccc(OCC2c3cc(OC)c(OC)cc3CCN2C(C)=O)cc1 (centres undefined) | -11 | 18
Cc1ccccc1OCC(=O)N/N=C/c1cccc(Oc2ccc([N+](=O)[O-])cc2[N+](=O)[O-])c1 | -22 | 26
O=C(Nc1ccc2nsnc2c1)c1cccs1 | -13 | 20
CCOC(=O)C1=NOC2C3CC(C12)C1C(=O)N(CCc2ccc(OC)c(OC)c2)C(=O)C31 (centres undefined) | 1 | 7
Cc1ccc(N(CC(=O)N2CCc3ccccc32)S(=O)(=O)c2cccs2)cc1 | -11 | 21
C=CCc1cccc2cc(C(=O)NC)c(=O)oc12 | -15 | 47
COc1cc(CC(=O)OCC(=O)NC(C)c2ccccc2)cc(OC)c1OC (centres undefined) | -11 | 7
Cc1ccc2oc(=O)n(Cc3ccc(OC(C)C)cc3)c2c1 | -24 | 26
O=C(NC(Cc1ccccc1)C(=O)O)C1CCN(S(=O)(=O)c2cccc(C(F)(F)F)c2)CC1 (centres undefined) | 10 | -6

The list continues:
SMILES | OX1R antag-1 | OX1R antag-2
Oc1ccc(Cl)cc1CNn1cnnc1 | -3 | 8
COc1ccc(C)cc1NC(=O)CN1CCN(S(=O)(=O)c2ccc(Cl)cc2)CC1 | -39 | 3
O=C1c2cccnc2C(Nc2ccccc2Br)N1Cc1ccco1 (centres undefined) | -14 | 20
CN(CCO)CCOCCOc1cccc2ccccc12 | 0 | 13
COc1ccc(S(=O)(=O)N(C)c2ccc(C(=O)N3CCCCC3)cc2)cc1OC | 1 | 13
COc1ccc(-n2c(N)c(C(=O)NCc3ccco3)c3nc4ccccc4nc32)c(OC)c1 | 4 | 40
O=C(NC1CCCCC1)c1nc2c(nnn2Cc2ccccc2Cl)c(=O)[nH]1 | -1 | 4
CCCN(Cc1cc2cc(OC)ccc2[nH]c1=O)C(=O)c1ccncc1 | -12 | 33
CNC(=O)/C(C#N)=C/c1c(F)cccc1Cl | -4 | 36
CC1CCN(CCCn2c(SCC(=O)NC3CCCC3)nc3ccccc3c2=O)CC1 | -38 | 19
COC(=O)Cc1c(O)ccn(CCc2ccc(OC)c(OC)c2)c1=O | -15 | -5
Cc1ccc(-c2nnc(NCc3nc4ccccc4[nH]3)c3ccccc23)cc1S(=O)(=O)N1CCCCC1 | -37 | 14

Next compounds follow:
SMILES | OX1R antag-1 | OX1R antag-2
O=C(O)c1ccc2c(c1)N(Cc1cccc(F)c1)C(=O)CS2 | -16 | 7
CC(=O)Nc1nc(C)c(-c2csc(Nc3ccccn3)n2)s1 | -27&-36 | 52&38
Cc1ccc(NC(=O)Cn2nc(C(F)(F)F)c3c2CCC3)cc1 | 5 | 4
C(=C\c1ccco1)/c1nc2ccccc2[nH]1 | 0 | 13
COc1cccc(Nc2nc(Nc3ccc(Cl)c(C(=O)O)c3)nc(C)c2[N+](=O)[O-])c1 | -16 | 9
CSc1ccccc1NC(=O)c1ccc(C)o1 | -1 | 12
S=C(Nc1cccc(Cl)c1)Nc1cccc2cnccc12 | -21 | 25
CC1Cc2nc(SCC(=O)NCC3CCCO3)n(C)c(=O)c2S1 (centres undefined) | 1 | 13
COc1cc(/C=N/NC(=O)c2cc(C3CC3)[nH]n2)ccc1O | -14 | 27
O=C(CC(=O)Nc1ccccc1F)Nc1ccccc1F | -7 | 1
Clc1ccc(SCCOCCN2CCOCC2)cc1 | -13 | 7
COc1cc(NC(=O)N2CCNC2=O)cc(C(=O)Nc2cccc(C(F)(F)F)c2)c1 | -28 | 35
O=c1cc(C(F)(F)F)nc(-c2ccccc2)[nH]1 | -8 | 11
O=C(COC(=O)C1CCCCC1C(=O)N1CCc2ccccc21)NCc1ccco1 (centres undefined) | -44 | 33

Bioassay records: PubChem, The Scripps Research Institute Molecular Screening Center
